Screening data as filed in PubChem.
CHT block – inhibitors of human choline transporter CHT; B-score at 10 µM; 310,000 compounds, 0.86% hits; High affinity choline transporter 1 (Homo sapiens), Q9GZV3; CHT-expressing cells, membrane potential dye, choline response; stronger effect = lower value;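 active = B-score over 3 SD under the library average, and starting fluorescence ratio not unusually high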;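 also: choline stimulus applied at its EC90 after an EC20 pre-addition; B-score computed on integrated fluorescence ratio after choline addition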
Kir21 inh – inhibitors of mouse Kir2.1 inward-rectifier potassium channel. 310,000 compounds, 0.85% hits. B-score at 10 µM. Inward rectifier potassium channel 2 (Mus musculus), P35561. HEK293-Kir2.1, FluxOR thallium flux fluorescence; stronger effect = lower value. AID 1672, 2009;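 active = fluorescence ratio B-score at or below minus 3 SD of library scores, with starting-brightness B-score within 2 SD, cut at about -4.2 in these data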;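 also: channel flux triggered by added potassium and thallium sulfate stimulus; B-score of peak minus minimum fluorescence over baseline after thallium stimulus; more negative B-score means stronger Kir2.1 block with less thallium influx; some compounds called inactive have numbers as strong as hits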
KCNQ2 inh – KCNQ2 potassium channel inhibitors, primary screen, cell-based, CHO-K1, FluxOR thallium flux, B-score (AID 2156); 310,000 compounds, 1.1% hits; 20 min; stronger effect = lower value; B-score at 10 µM; Potassium voltage-gated channel subfamily KQT member 2 (Rattus norvegicus), O88943;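 active = fluorescence ratio B-score at most minus 3 library SDs, with starting brightness B-score within 2 library SDs, cut at about -5.5 in these data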
Target sequence (O88943 whole entry, looked up): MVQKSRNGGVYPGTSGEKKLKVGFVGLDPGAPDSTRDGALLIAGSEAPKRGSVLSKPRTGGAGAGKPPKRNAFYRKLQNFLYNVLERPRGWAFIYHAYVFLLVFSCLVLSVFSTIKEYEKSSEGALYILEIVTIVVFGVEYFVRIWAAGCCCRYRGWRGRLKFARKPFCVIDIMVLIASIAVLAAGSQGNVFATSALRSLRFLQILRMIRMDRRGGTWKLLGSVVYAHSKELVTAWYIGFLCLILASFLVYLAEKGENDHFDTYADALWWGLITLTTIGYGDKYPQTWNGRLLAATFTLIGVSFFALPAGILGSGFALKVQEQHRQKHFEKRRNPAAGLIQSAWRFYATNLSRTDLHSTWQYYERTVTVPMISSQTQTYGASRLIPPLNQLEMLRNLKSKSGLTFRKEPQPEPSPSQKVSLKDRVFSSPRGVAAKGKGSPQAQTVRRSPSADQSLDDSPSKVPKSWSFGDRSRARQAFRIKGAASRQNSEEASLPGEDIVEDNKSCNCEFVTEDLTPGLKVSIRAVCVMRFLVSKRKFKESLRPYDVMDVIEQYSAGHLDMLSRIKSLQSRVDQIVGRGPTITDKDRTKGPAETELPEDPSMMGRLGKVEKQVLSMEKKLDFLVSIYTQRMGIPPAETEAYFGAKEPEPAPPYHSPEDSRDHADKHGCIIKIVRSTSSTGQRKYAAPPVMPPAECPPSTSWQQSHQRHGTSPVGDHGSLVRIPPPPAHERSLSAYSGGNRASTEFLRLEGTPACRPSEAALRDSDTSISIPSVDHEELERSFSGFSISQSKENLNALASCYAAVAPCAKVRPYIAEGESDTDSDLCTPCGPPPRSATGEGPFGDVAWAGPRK
Starred values were filed as active, the others as inactive; i = inactive; . = not tested or not shown.

SMILES	CHT block	Kir21 inh	KCNQ2 inh
COc1ccc(CN2C(=O)c3ccccc3C2=O)cc1C(=O)OC(C)C(=O)NC(N)=O (stereo not given)	i	0.6	i
CC(C)(O)C#Cc1ccc(CN2CCN(CCc3ccccc3)C(CCO)C2)s1 (stereo not given)	i	-0.02	i
CN(C1CCCC1)C1CCN(C(=O)CNC(=O)/C=C/c2ccc(F)cc2)CC1	i	-0.32	i
COc1cccc(CNC(=O)Cn2nc(C)c([N+](=O)[O-])c2C)c1	i	-1.8	i
O=C(COC(=O)c1cnccn1)Nc1ccc(Cl)cc1C(F)(F)F	i	-1	i
Cc1cc(=O)[nH]c(/N=C(\N)Nc2ccc(Oc3ccccc3)cc2)n1	i	-0.28	i
COc1ccc(CCN(C)C2CCCN(S(=O)(=O)C(C)C)C2)cc1OC (stereo not given)	i	0.8	i
Nc1ncn(CC(=O)c2ccccc2)n1	i	-0.83	i
COc1ccc(CN(C)C(=O)Cc2ccsc2)c(OC)c1OC	i	2.3	i
N#Cc1cc2ccc(N3CCOCC3)cc2cc1C#N	i	1.5	i
Cc1ccc(CSc2nnc(C(F)(F)F)n2Cc2ccc(F)cc2)cc1	i	-1.2	i
CCCc1c(C)nc(N2CCN(c3cccc(OC)c3)CC2)[nH]c1=O	i	0.29	i
CC(C)Sc1nnc(NC(=O)C2CC2)s1	i	-0.86	i
C/C(=N/NC(=O)Cc1cc(=O)[nH][nH]1)c1ccc([N+](=O)[O-])cc1	i	-0.59	i
Cc1onc(-c2ccccc2Cl)c1C(=O)N1CCN(C=O)CC1	i	0	i
Cc1ccc2nc(C)cc(SCC(=O)N/N=C/c3ccco3)c2c1	i	-1.9	i
CCCC(=O)NCCCc1nc2ccccc2[nH]1	i	-0.26	i
CCn1c2ccccc2c2cc(/C=N/n3cnnc3)ccc21	i	-2.2	i
CCCN(CC(=O)Nc1ccccc1OC)C(C)C(=O)NC(C)CCc1ccccc1 (stereo not given)	i	-0.7	i
CC1=C(C(=O)OCC(C)C)C(c2ccc(Br)s2)NC(=O)N1 (stereo not given)	i	0.24	i
O=C(CCn1[nH]c(=O)c2ccccc2c1=O)NCCO	i	0.68	i
CC(C)CN=Cc1c(O)c([N+](=O)[O-])cc2oc3c(c12)CCCC3	i	1.2	i
CCOC(=O)Cc1csc(NC(=O)CSc2nnc(Cc3csc(N)n3)n2C)n1	i	0.53	i
CC1(C)CC(=O)C(N=Nc2ccc(OC(F)F)cc2)=C(O)C1	i	1.6	i
COCc1cc(CN2CCCC(C(=O)Nc3cccc(-n4cnnn4)c3)C2)ccc1OC (stereo not given)	i	-0.28	i

A draw from above in order of length of the SMILES, lowest first:
SMILES	CHT block	Kir21 inh	KCNQ2 inh
CCCC(=O)NCCCc1nc2ccccc2[nH]1	i	-0.26	i
CCn1c2ccccc2c2cc(/C=N/n3cnnc3)ccc21	i	-2.2	i
Cc1ccc(CSc2nnc(C(F)(F)F)n2Cc2ccc(F)cc2)cc1	i	-1.2	i
CCCc1c(C)nc(N2CCN(c3cccc(OC)c3)CC2)[nH]c1=O	i	0.29	i
CCCN(CC(=O)Nc1ccccc1OC)C(C)C(=O)NC(C)CCc1ccccc1 (stereo not given)	i	-0.7	i

The main list resumes; the seven compounds before the break are reprinted first.
SMILES	CHT block	Kir21 inh	KCNQ2 inh
CCCN(CC(=O)Nc1ccccc1OC)C(C)C(=O)NC(C)CCc1ccccc1 (stereo not given)	i	-0.7	i
CC1=C(C(=O)OCC(C)C)C(c2ccc(Br)s2)NC(=O)N1 (stereo not given)	i	0.24	i
O=C(CCn1[nH]c(=O)c2ccccc2c1=O)NCCO	i	0.68	i
CC(C)CN=Cc1c(O)c([N+](=O)[O-])cc2oc3c(c12)CCCC3	i	1.2	i
CCOC(=O)Cc1csc(NC(=O)CSc2nnc(Cc3csc(N)n3)n2C)n1	i	0.53	i
CC1(C)CC(=O)C(N=Nc2ccc(OC(F)F)cc2)=C(O)C1	i	1.6	i
COCc1cc(CN2CCCC(C(=O)Nc3cccc(-n4cnnn4)c3)C2)ccc1OC (stereo not given)	i	-0.28	i
C=CCn1c(=O)c2c(nc(-c3ccc(S(=O)(=O)O)cc3)n2C)n(C)c1=O	i	0.7	i
COc1ccc(-c2ccc(N(C)C)cc2)cc1[C@H]1[C@H]2C=CC[C@@H](C)[C@@H]2C(=O)N1Cc1ccccc1	i	0.97	i
COc1ccccc1C1CC(=O)NC(C)=C1C(=O)OCC(C)C (stereo not given)	i	0.08	i
CCOc1ccc(C2NC(=O)c3ccccc3O2)cc1OCC (stereo not given)	i	1.4	i
COc1ccc(-c2cn[nH]c2-c2ccc(OCc3ccc([N+](=O)[O-])cc3)cc2O)cc1OC	i	1.5	i
CCC(NC(=O)CCc1c(C)c2cc3c(C)c(C)oc3cc2oc1=O)C(=O)N[C@@H](Cc1ccccc1)C(=O)O (stereo not given in full)	i	1.9	i
Cc1cc(C)nc(SCC(=O)c2ccc([N+](=O)[O-])cc2)n1	i	-0.45	i
O=C(CSc1nc(=O)[nH]c2c1CCCC2)Nc1ccc(F)cc1F	i	0.01	i
CCc1c(C)c2nncn2[nH]c1=O	i	1.4	i
Cc1ccc(C2NC(=O)CCC2[N+](=O)[O-])cc1 (stereo not given)	i	0.17	i
CCOc1ccc(NC(=S)N2CCC(N(C)CCN3CCOCC3)CC2)cc1	i	-0.42	i
Cn1c(N)c(C(=O)COC(=O)CNS(=O)(=O)c2ccc(Cl)c(Cl)c2)c(=O)n(C)c1=O	i	0.07	i
N=C1CCCN1c1ccccc1O	i	0.14	i
O=C(NCCOc1nc(N2CCOCC2)nc(N2CCOCC2)n1)Nc1ccc(Cl)cc1	i	0	i
O=C(CSc1nc2ccccc2o1)N/N=C/c1ccccc1	i	-2.3	i
O=C(CC(Nc1ccc(F)cc1)C(=O)O)c1ccccc1 (stereo not given)	i	0.36	i
O=C1C2C(c3ccccc3)CC=CC2[C@H](c2ccc3ccccc3c2)N1Cc1ccccc1 (stereo not given in full)	i	1.2	i
CCS(=O)(=O)n1nc(NCc2cccc(OC)c2)nc1NCc1cccc(OC)c1	i	-3	i
COc1ccc(OCC(=O)Nc2cc(NC(=O)c3ccco3)ccc2OC)cc1	i	0.82	i
C/C(CC(=O)NCc1ccccc1)=N\NC(=O)c1cnccn1	i	-0.02	i
COc1ccc(N2C(=O)CC(N3CCN(c4nc5ccccc5s4)CC3)C2=O)cc1 (stereo not given)	i	0.32	i
CCOC(=O)c1cnc2c(c(C)nn2C)c1Oc1ccc(OC)cc1	i	-0.04	i
CN(C)S(=O)(=O)c1ccc(NCC2COc3ccccc3O2)c([N+](=O)[O-])c1 (stereo not given)	i	-0.24	i
NC(=O)c1ccc(Nc2nnc(-c3ccc(O)cc3)c3ccccc23)cc1	i	-0.02	i
Cc1nnc(SCC(=O)NCc2ccccc2)s1	i	-0.72	i
Following part:
SMILES	CHT block	Kir21 inh	KCNQ2 inh
COc1ccc(-c2ccccc2)cc1NCc1ccc(OC)c(OC)c1	i	-0.15	i
COC(=O)C1=C(C)N=C2SCCC(=O)N2C1c1ccc(OC(=O)c2ccco2)cc1 (stereo not given)	.	-7.2*	i
CC1CCN(Cc2c(C(=O)N/N=C/c3ccc(C(C)C)cc3)nnn2-c2nonc2N)CC1	i	0.19	i
CCCc1nnc(NC(=O)CN2C(=O)c3ccccc3S2(=O)=O)s1	i	3.2	i
COC(=O)c1ccccc1C(=O)N1CCCC(CNC(=O)c2ccc(F)cc2)C1 (stereo not given)	i	0.34	i
CC(O)CNCc1ccccc1C(F)(F)F (stereo not given)	i	-3.4	i
CCOC(=O)N1CCN(c2cc(NCCO)c([N+](=O)[O-])c3nonc23)CC1	i	-0.74	i
Cc1nc2ccc(Br)cn2c1C(=O)N/N=C\c1ccc(C(C)C)cc1	i	0.97	i
COCCNC(=O)c1cc(OC)c(OC)cc1[N+](=O)[O-]	i	-0.34	i
COc1ccc(OC)c(S(=O)(=O)CC(=O)c2cc3ccc(OC)cc3oc2=O)c1	i	-0.99	i
CCc1nc(SCC(=O)NCc2ccc(F)cc2)c2c(=O)n(C)c(=O)n(C)c2n1	i	-0.34	i
CC1=CC2=NC(=O)CC(C)(C(=O)N(CC(=O)NC(C)(C)C)C3CCCC3)N2C=C1 (stereo not given)	i	0.75	i
CC(=O)c1c(C)[nH]c(C(=O)CSc2nnc(-c3ccc(Cl)cc3)n2CC2CCCO2)c1C (stereo not given)	i	-1.1	i
Cn1nnc2sc3c(c2c1=O)CCCC3	i	1.3	i
CCC(C)n1c(SCC(=O)Nc2ccc3[nH]c(=O)[nH]c3c2)nc2ccccc2c1=O (stereo not given)	i	-0.09	i
C=CCNC(=S)Nc1cc(Cl)ccc1OC	i	1.1	i
O=P(c1ccccc1)(c1ccccc1)c1cc(S(=O)(=O)O)ccc1O	i	-0.19	i
Nc1nonc1C(=O)NCCNC(=O)c1ccc(Cl)cc1	i	0.1	i
O=C(Cn1c(C(F)(F)F)nc2ccccc21)N=Nc1c(O)[nH]c2ccc(Br)cc12	i	-1	i
O=C(Cc1ccc(-n2cnnn2)cc1)NC12CC3CC(CC(C3)C1)C2	i	0.02	i
Cc1ccccc1C(=O)Nn1c(C)ccc1C	i	2	i
Cc1cc(/C=N/n2cnnc2)c(C)n1-c1ccc(C(=O)O)cc1	i	1.1	i
O=c1[nH]nc(Cc2ncc(C(F)(F)F)cc2Cl)c2ccccc12	i	1.6	i
COc1ccc(OC)c(N(CC(=O)NC2CCCC2)S(=O)(=O)c2ccc(OC)c(OC)c2)c1	i	0.07	i
COc1ccc(C(=O)NC(=S)N(Cc2ccccc2)Cc2ccccc2)cc1	i	0.17	i
(list continues)
SMILES	CHT block	Kir21 inh	KCNQ2 inh
CCOc1ccc(NC(=O)CCSc2nnc(C)s2)cc1	i	0.88	i
O=C(CN1CCOCC1)N(c1ccccc1)c1ccc2ccccc2c1	i	1.1	i
C=CCN1C(=O)c2ccc(C(=O)NCC(c3ccccc3)N(C)C)cc2C1=O (stereo not given)	i	0.39	i
CC1=NNC(=O)C1CC(=O)N/N=C/c1sccc1C (stereo not given)	i	1.5	i
CSCCC(NC(=O)COc1ccccc1)C(=O)NC1CCC(C)CC1 (stereo not given)	i	0.13	i
Cc1cc(C)n(CCCNC(=O)c2ccc(S(=O)(=O)NCc3ccco3)cc2)n1	i	0.03	i
O=C(N/N=C/c1cn(-c2ccccc2)nc1-c1cc2ccccc2o1)c1cccnc1	i	-1.4	i
O=C(Nc1sc2c(c1CN1CCOCC1)CCC2)c1ccc(F)cc1	i	-0.04	i
O=C(CNC(=O)c1ccc(Br)o1)Nc1cccc(-c2cnc3ccccc3n2)c1	i	2.5	i
CCCNCc1cc(OC)c(OCC(=O)NCCc2ccccc2)cc1Br	i	-0.13	i
Cc1ccc(C(=O)NCC(=O)OCc2nnc(-c3ccccc3)o2)cc1	i	1.1	i
CCOC(=O)Cc1cc(-c2ccc(O)cc2)nc2ccc3ccccc3c12	i	-1.1	i
Cc1nn(-c2ccccc2)c(=O)c2ccccc12	i	0.49	i
COc1ccc(/C=C/C(=O)NCCCc2ccccc2)cc1	i	3.3	i
CC(=O)Oc1ccc([C@@H]2COc3c(ccc4c3C=CC(C)(C)O4)C2)c(OC(C)=O)c1	i	-0.51	i
CCOc1ccc(-n2c(O)cc(=O)[nH]c2=O)cc1	i	0.02	i
COC(=O)c1sccc1-c1ccc(/C=N/OC(=O)c2ccccc2)o1	i	0.02	i
CCOC(=O)c1cnc(SC2CC(=O)N(c3ccc(OC)c(OC)c3)C2=O)nc1N (stereo not given)	i	0	i
O=C(CN1C(=O)/C(=C\c2ccccc2Br)Oc2ccccc21)NCCCN1CCOCC1	i	0.63	i
Cc1ccc(Cn2c(C(C)Nc3nc(C)cs3)nc3cc(Cl)c(Cl)cc32)cc1 (stereo not given)	i	0.77	i
Cc1ccc2cccc(SCC(=O)NCc3ccco3)c2n1	i	-1.7	i
O=C(Nc1nc2ccccc2[nH]1)c1ccc(Cl)c(S(=O)(=O)N2CCCC2)c1	i	-0.25	i
Cc1ccc(C)c(NC(=S)N(C)CCc2ccccn2)c1	i	-0.81	i
O=c1oc(-c2ccc([N+](=O)[O-])cc2)nc2ccccc12	i	-2.2	i
CCc1ccc(-n2c(=S)sc3c(=O)n(-c4ccccc4)c(SCC(=O)O)nc32)cc1	i	-0.33	i
(cont.)
SMILES	CHT block	Kir21 inh	KCNQ2 inh
COc1ccc(CN2CCC(CO)(Cc3cccc(C(F)(F)F)c3)CC2)cc1Cn1cccn1	i	-1.8	i
CCOC(=O)c1nnn(CC(=O)N2N=C(c3ccc(Cl)cc3)CC2c2ccccc2)c1C(=O)OCC (stereo not given)	i	-0.05	i
CCC(Sc1nc(=O)cc(N)n1CCc1ccccc1)C(=O)Nc1cc(C)on1 (stereo not given)	i	-0.78	i
C=CCC(=O)OCC(=O)Nc1ccc(Cl)cn1	i	0.14	i
CCOC(=O)c1c(NC(=O)c2ccc(Cl)cc2)csc1C	i	1.3	i
COc1ccccc1N1CC=C(c2cccc([N+](=O)[O-])c2)NC1=O	i	-0.28	i
COCCCN1C(=O)/C(=C\c2cccs2)C(C(=O)OC)=C1C	i	0.32	i
CCOc1ccc(C(=O)CCC(=O)NNC(=O)c2ccncc2)cc1	i	2.8	i
O=C(Cc1ccccc1)Nn1c(-c2ccccc2F)nc2ccccc2c1=O	i	0.72	i
Cc1ccccc1-c1cc(C(=O)N/N=C/c2cccnc2)c2ccccc2n1	i	-0.66	i
Cc1ccc(C2C3=C(CCCC3=O)Nc3c2c(C)nn3-c2ccccn2)o1 (stereo not given)	i	2.2	i
